Source: PubChem
Wee1 degr inh – inhibitors of human Wee1 degradation; P30291; HeLa Luc-Wee1K328M stability, luciferase luminescence; 100% = proteasome inhibitor MG132 effect; reporter increase, % at 5 µM; 220,000 compounds, 1.2% hits; AID 1321;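 active means activation above the mean of all tested compounds plus 3 SD, set per screening run, cut at about 8.8% in these data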;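 further: cells exposed to compound for 20 h before luminescence read; 0% = DMSO alone and 100% = MG132 at 30 µM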
Target sequence (P30291 whole entry K328M): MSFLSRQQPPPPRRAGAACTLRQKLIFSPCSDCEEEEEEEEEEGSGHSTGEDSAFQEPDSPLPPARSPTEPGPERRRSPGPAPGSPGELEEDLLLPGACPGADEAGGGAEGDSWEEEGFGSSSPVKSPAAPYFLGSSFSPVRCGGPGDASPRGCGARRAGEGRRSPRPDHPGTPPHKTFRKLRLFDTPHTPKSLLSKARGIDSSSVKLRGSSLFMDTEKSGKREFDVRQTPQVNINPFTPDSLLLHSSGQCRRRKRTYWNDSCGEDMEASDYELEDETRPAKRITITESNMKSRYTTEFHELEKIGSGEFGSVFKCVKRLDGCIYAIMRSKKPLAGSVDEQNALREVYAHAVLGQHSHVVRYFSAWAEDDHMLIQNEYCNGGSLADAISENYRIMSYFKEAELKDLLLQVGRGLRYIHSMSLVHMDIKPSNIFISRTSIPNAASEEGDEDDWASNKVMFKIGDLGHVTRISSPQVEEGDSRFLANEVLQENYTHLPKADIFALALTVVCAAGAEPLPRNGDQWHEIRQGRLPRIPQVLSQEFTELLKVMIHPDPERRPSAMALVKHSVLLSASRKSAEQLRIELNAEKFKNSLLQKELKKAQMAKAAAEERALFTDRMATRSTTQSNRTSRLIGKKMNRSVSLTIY
PPC-1+TRAIL kill – kills PPC-1 cancer cells in the presence of TRAIL. PPC-1 cells + TRAIL, ATPLite viability luminescence. cell killing (% activity), % at 4 µM. 220,000 compounds, 0.41% hits. AID 1443;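 active means cell killing above 50% in the first pass at 4 µM, then a duplicate retest at 5 µM averaging 50% or more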;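 further: plate controls were cells with TRAIL plus DMSO for no effect and medium-only wells lacking cells for full effect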
BaF3 parental – counter-screen for JAK2V617F inhibitors: parental Ba/F3 viability inhibitors; 220,000 compounds, 1.1% hits; inhibition, % at 5.6 µM; CellTiter-Glo ATP luminescence;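 active means inhibition above a per-campaign cutoff, the mean inhibition of all tested compounds plus 3 SD, cut at about 27% in these data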;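 further: 0% = DMSO wells and 100% = JAK Inhibitor I control wells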
RBBP9 inh – inhibitors of human serine hydrolase RBBP9 | O75884 | recombinant RBBP9, FP-Rh probe fluorescence polarization | inhibition, % at 7.94 µM | 220,000 compounds, 0.2% hits;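 active means inhibition above the campaign mean of all tested compounds plus 3 SD, cut at about 14% in these data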;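 further: plate controls were DMSO wells with RBBP9 for no effect and wells lacking RBBP9 protein for full effect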
Target sequence (O75884 whole entry, looked up): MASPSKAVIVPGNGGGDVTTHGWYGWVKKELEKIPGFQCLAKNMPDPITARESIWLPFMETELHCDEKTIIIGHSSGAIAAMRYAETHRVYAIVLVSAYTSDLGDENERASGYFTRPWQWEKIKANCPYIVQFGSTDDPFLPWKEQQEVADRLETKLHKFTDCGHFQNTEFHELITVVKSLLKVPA
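Controls: DMSO-treated enzyme wells and wells lacking RBBP9 | Material: RBBP9 protein | Technique: Fluorescence polarization | Replication: Single well per compound, no replicates | Buffer or medium: Tris-NaCl-Pluronic buffer, pH 8.0 | Timing: 30 min compound preincubation, 45 min probe labeling, 25 °C | Read-out basis: Percent inhibition from mP, scaled between DMSO and no-protein wells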
TNF necrop inh – blocks TNF-alpha induced death of Jurkat FADD-/- cells. Jurkat FADD-/- TNF necroptosis rescue, ATP luminescence, 24 h; 0 = TNF only, 100 = no-TNF cells. activation (protection from cell death), % at 10 µM. 220,000 compounds, 0.068% hits. AID 463075;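 active means activation, meaning protection from cell death, of at least 50% relative to plate controls; inactive means activation below 50%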;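 further: necroptosis triggered by 40 ng/mL TNF-alpha added together with compound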
zfTRPN1 agonist – activates the zebrafish TRPN1 channel | AID 1424 | activation, % at 3 µM | 220,000 compounds, 0.18% hits | HEK293 zebrafish TRPN1-YFP, Fluo-8 calcium fluorescence; 100% = response to 87 µM carbachol;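 active means activation above its plate's cutoff, the mean activation of test wells on that plate plus 3 SD, cut at about 19% in these data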;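 further: 0% = DMSO alone and 100% = 87 µM carbachol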
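Control set: carbachol 87 µM as high control, DMSO as low control; system: HEK293 stable line with zebrafish TRPN1-YFP; read-out: % activation versus carbachol response; detection: intracellular calcium fluorescence with Fluo-8; doses: single test compound dose, 3 µM nominal, 0.3% DMSO; schedule: dye 1 h 37 °C plus 30 min RT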
TRPML3 agonist – agonists of human TRPML3 channel; Q8TDD5; AID 1448; 220,000 compounds, 0.29% hits; HEK293 TRPML3-YFP, Fluo-8 calcium fluorescence; 100% = the carbachol control signal; activation, % at 3 µM;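 active means activation above its plate's cutoff, the mean activation of the plate's test wells plus 3 SD, cut at about 12% in these data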;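 further: 0% = DMSO only wells and 100% = carbachol wells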
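Test system: HEK293 cells stably carrying human TRPML3-YFP; Doses: single dose, 3 µM final nominal compound, 0.3% DMSO final; Schedule: dye loading 1 h 37 °C then 30 min ambient, 125 s read; Technique: Fluo-8 calcium fluorescence; Benchmarks: high control carbachol 87 µM, low control DMSO.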
CHOP inhibitor – CHOP inhibition in unfolded protein response | 220,000 compounds, 3.8% hits | CHO-K1 CHOP-promoter luciferase, tunicamycin-induced, 15-18 h | inhibition, % at 10 µM;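 active means compounds that reduced the stress-induced luciferase reporter signal by more than about 70% of percent inhibition, limit read from the data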;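 further: 0% = tunicamycin plus vehicle and 100% = wells without tunicamycin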
Ba/F3 V617F tox – reduce viability of Ba/F3 cells dependent on JAK2V617F | Ba/F3 EpoR-JAK2V617F viability, ATP luminescence | inhibition, % at 5.6 µM | 220,000 compounds, 1.1% hits | AID 1446;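 active means inhibition above the campaign mean plus 3 SD over all tested compounds, cut at about 24% in these data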;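 further: cytokine-independent growth of Ba/F3 cells driven by EpoR plus mutant JAK2; 0% = DMSO-treated cells and 100% = JAK inhibitor I control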
* marks the source's active call; other numbers are inactive results; [ ] = another dose, or the depositor's remark. Not a hit list; about 6.8% have a hit in one of these screens.

The line under a structure holds: TRPML3 agonist | PPC-1+TRAIL kill | zfTRPN1 agonist | Ba/F3 V617F tox | RBBP9 inh | BaF3 parental | TNF necrop inh | CHOP inhibitor | Wee1 degr inh
1) C/C=C(/C(=C/C)c1ccc(O)cc1)c1ccc(O)cc1
  -0.8 | -1 | -0.7 | -4 | -3 | 1 | 1.0 | 46 | 6
2) O=C(N/N=C/c1ccco1)c1cc([N+](=O)[O-])cc([N+](=O)[O-])c1
  0.9 | 26 | -0.9 | -4 | 2 | 0 | 2.1 | 45 | 0
3) Cc1ccc(CN2C(=O)CCC2C(=O)N2CCN(c3ccccc3)CC2)cc1 (stereo not given)
  0.8 | -2 | 0.7 | 3 | -8 | 1 | -0.8 | -4 | 1
4) CCOc1ccc(CCN2C(=O)CCC2(C)C(=O)NC(C)CC)cc1OCC (stereo not given)
  -0.8 | -23 | -1.4 | -2 | 3 | -1 | 0.9 | 43 | -1
5) Cc1cccc(NC(=O)/C(C#N)=C/c2ccc(Sc3ccccc3)o2)c1C
  -0.2 | 12 | 1.1 | -3 | 5 | 2 | 2.0 | 27 | -2
6) CCOC(=O)c1cc(=O)c2c([N+](=O)[O-])ccc(OC)c2o1
  0.6 | 3 | 3.6 | -2 | -9 | 1 | 0.5 | 9 | 0
7) COc1ccc(S(=O)(=O)Nc2ccccn2)c(C)c1C
  -0.1 | -5[5 µM] | 1.3 | -1 | -6 | 5 | -1.0 | 2 | -3
8) CCOC(=O)CCCSc1nnc(CCCCCN2C(=O)c3cccc4cccc(c34)C2=O)o1
  0.4 | 0 | 2.1 | -1 | -5 | 5 | 2.8 | -6 | 5
9) COc1ccc(C(=O)/C(=C/N(C)C)S(=O)(=O)c2ccccc2)cc1
  -0.1 | -17[5 µM] | 0.5 | 2 | -5 | 5 | -0.6 | -33 | 1
10) CC(C)Oc1ccc(CSc2ncn[nH]2)cc1
  0.6 | 12 | 2.5 | -4 | -10 | 1 | 0.8 | -2 | -1

The last 2 compounds of the part before open the next one.
The line under a structure holds: TRPML3 agonist | PPC-1+TRAIL kill | zfTRPN1 agonist | Ba/F3 V617F tox | RBBP9 inh | BaF3 parental | TNF necrop inh | CHOP inhibitor | Wee1 degr inh
9) COc1ccc(C(=O)/C(=C/N(C)C)S(=O)(=O)c2ccccc2)cc1
  -0.1 | -17[5 µM] | 0.5 | 2 | -5 | 5 | -0.6 | -33 | 1
10) CC(C)Oc1ccc(CSc2ncn[nH]2)cc1
  0.6 | 12 | 2.5 | -4 | -10 | 1 | 0.8 | -2 | -1
11) Cc1ccccc1NC(=O)COC(=O)CCSc1ccccc1
  -0.2 | 5 | -1.9 | -3 | 0 | -4 | 0.7 | 4 | 2
12) COc1ccccc1-c1noc(CCCC(=O)N2CCOCC2)n1
  1.3 | 6 | 2.4 | -3 | 3 | -3 | 1.1 | 5 | 0
13) CC(C)CN(C(=O)CSc1nnnn1C)C1CCS(=O)(=O)C1 (stereo not given)
  0.7 | 9 | 0.1 | -1 | 5 | 6 | 0.7 | -3 | -3
14) COCC(C)n1c(SCc2ccc(OC)c(F)c2)nc2ccccc2c1=O (stereo not given)
  0.7 | 24 | 0.1 | 0 | -11 | 7 | -1.0 | 51 | 1
15) Cc1nc2cc(NC(=O)N3CCCC3)ccc2n1C
  -0.6 | 6 | 0.6 | -4 | -3 | 4 | -0.2 | 6 | 2
16) O=C(Cn1c(N2CCN(C/C=C/c3ccccc3)CC2)nc2ccccc21)c1ccccc1
  0.6 | 16 | -0.8 | 6 | -12 | 5 | 0.8 | 22 | -1
17) Cc1c(NS(=O)(=O)c2cccs2)c(=O)n(-c2ccccc2)n1C
  0.7 | 22 | 0.1 | 0 | -5 | 7 | 0.5 | 24 | 0
18) CCn1nnnc1-c1ccc(OC)c(S(=O)(=O)N2CCCCC2)c1
  0.5 | 20 | 0.5 | -1 | 0 | 2 | -0.5 | -5 | -1
19) O=C(NC(CCl)c1ccccc1)c1ccc(Cl)cc1 (stereo not given)
  0.9 | 5 | 0.3 | 3 | -1 | 8 | 0.9 | 5 | 3
20) Cc1cc(/C=N/n2cnnc2)c(C)n1-c1ccc(C(=O)O)cc1
  0.8 | -15 | 0.8 | 0 | -10 | 2 | -3.0 | -37 | 3

Whole records as entered above.
COCC(C)n1c(SCc2ccc(OC)c(F)c2)nc2ccccc2c1=O (stereo not given) in the list: TRPML3 agonist = 0.7; PPC-1+TRAIL kill = 24; zfTRPN1 agonist = 0.1; Ba/F3 V617F tox = 0; RBBP9 inh = -11; BaF3 parental = 7; TNF necrop inh = -1.0; CHOP inhibitor = 51; Wee1 degr inh = 1
Cc1ccccc1NC(=O)COC(=O)CCSc1ccccc1 in the list: TRPML3 agonist = -0.2; PPC-1+TRAIL kill = 5; zfTRPN1 agonist = -1.9; Ba/F3 V617F tox = -3; RBBP9 inh = 0; BaF3 parental = -4; TNF necrop inh = 0.7; CHOP inhibitor = 4; Wee1 degr inh = 2

New compounds follow
The line under a structure holds: TRPML3 agonist | PPC-1+TRAIL kill | zfTRPN1 agonist | Ba/F3 V617F tox | RBBP9 inh | BaF3 parental | TNF necrop inh | CHOP inhibitor | Wee1 degr inh
21) O=C1N/C(=C/c2ccco2)C(=O)N1Cc1ccccc1F
  0.3 | 8 | 0.4 | -1 | 2 | -3 | 0.4 | 13 | -2
22) Cn1ncc2c(=O)n(CC(=O)NC34CC5CC(CC(C5)C3)C4)cnc21
  0.2 | -2 | -0.3 | -1 | 6 | 2 | 1.4 | -9 | 1
23) O=C(COC(=O)c1cccs1)Nc1cc(S(=O)(=O)N2CCOCC2)ccc1Cl
  1.0 | -18 | 1.9 | -4 | -1 | 0 | 0.6 | -1 | -3
24) COc1cc(/C=N/Nc2ccccc2[N+](=O)[O-])cc(OC)c1O
  -2.5 | 26 | -3.6 | 7 | 11 | 9 | -3.2 | 30 | 3
25) Cc1nc(SCCO)c([N+](=O)[O-])[nH]1
  1.3 | -8 | 0.7 | -1 | 6 | 4 | -1.3 | 16 | 2
26) O=C(O)CSc1cc(C(=O)c2ccccc2O)cn2c(=O)c3c(-c4ccccc4)csc3nc12
  0.6 | 5 | 0.0 | 1 | -29 | 7 | -1.0 | 0 | -3
27) CCN1C(=O)NC2=C(C(=O)c3ccccc32)C1c1ccccc1F (stereo not given)
  -0.2 | 15 | -0.9 | -3 | -3 | 1 | 0.0 | 53 | -3
28) Cc1nc(N)sc1C(=O)N/N=C/c1c[nH]c2ccccc12
  0.5 | 18 | -0.9 | -2 | -6 | 5 | -2.6 | -40 | -1
29) COc1ccc(NC(=O)c2cncc(Br)c2)c(S(=O)(=O)N2CCOCC2)c1
  1.6 | 8 | 2.6 | 0 | -4 | 5 | -0.3 | 20 | -2
30) O=C(COc1cccc2ccccc12)NNC(=O)[C@@H]1CCCC[C@@H]1C(=O)O
  -0.6 | 32 | 0.5 | 0 | 1 | 4 | 0.5 | -2 | 0
31) Cn1cccc1-c1cc(C(=O)N/N=C/c2cccc(O)c2)[nH]n1
  0.0 | 1 | -1.0 | -1 | -3 | 6 | -2.1 | 1 | -1
32) CCOC(=O)C1=C(N)n2c(s/c(=C/c3ccccc3)c2=O)=C(C(=O)OCC)C1c1ccccc1 (stereo not given)
  -0.8 | 5 | -0.9 | -5 | 2 | -1 | -1.3 | -9 | -1
33) CCCNC(=O)CC(NS(=O)(=O)c1ccc(NC(C)=O)cc1)C(C)C (stereo not given)
  0.0 | 29 | -0.6 | -3 | 0 | 4 | -0.2 | 2 | 2
34) CC(=O)c1cccc(NC(=O)CN2C(=O)NC3(CCCCCCC3)C2=O)c1
  0.4 | 12 | 1.3 | -4 | -5 | -2 | 0.3 | 38 | 0
35) Cc1ccc(OCc2nc(-c3cccnc3)no2)cc1C
  1.0 | 12 | 1.2 | -3 | -7 | 7 | 1.6 | 14 | 1
36) Cc1ccnc2ccc(P(=O)(c3ccccc3)c3ccccc3)cc12
  0.3 | -4 | -0.3 | 0 | 3 | 2 | -0.9 | 17 | 0
37) CC(NC(=O)c1cccc(F)c1)C(c1cccs1)N1CCN(C)CC1 (stereo not given)
  0.3 | 2 | 2.1 | -1 | 2 | 4 | 0.2 | 7 | 1
38) O=C(CCCn1c(SCC(=O)NCC2CCCO2)nc2ccccc2c1=O)NCC1CCCO1 (stereo not given)
  0.5 | 0 | 1.0 | -1 | -5 | 5 | 1.1 | -1 | 2
39) CCOC(=O)c1[nH]ncc1CN1CCN(Cc2ccccc2)C(CCO)C1 (stereo not given)
  0.7 | 10 | 0.2 | 5 | -1 | 9 | -1.3 | 11 | 4
40) CCOC(=O)N1CCN(C(=O)C(C)N(c2ccc(Oc3ccccc3)cc2)S(C)(=O)=O)CC1 (stereo not given)
  0.7 | 32 | 1.3 | -3 | -9 | 3 | -5.2 | 57 | 2
41) CCOc1ccc(C(=O)Nc2cccc(-c3nc4cccnc4o3)c2)cc1Cl
  -0.3 | 18 | 3.0 | -2 | 0 | 2 | -4.8 | 19 | 4
42) O=C(NC(=S)Nc1nc(-c2ccc(Br)cc2)cs1)c1ccco1
  0.1 | 9 | 0.6 | 3 | -6 | 7 | 0.6 | 84* | -1
43) O=C(Cn1cnc2cc([N+](=O)[O-])ccc2c1=O)Nc1ccc(N2CCOCC2)cc1
  1.0 | -14 | 1.6 | 3 | -1 | -3 | -1.8 | -10 | 0
44) CC1(C)CC(CC(=O)Nc2ccc([N+](=O)[O-])cc2)C(=O)O1 (stereo not given)
  0.9 | 22 | 1.7 | 3 | -8 | 5 | 1.1 | 12 | 4
45) O=C(CSc1ccccn1)Nc1ccc2c(c1)oc1ccccc12
  -0.5 | 5 | -1.0 | -3 | -6 | -1 | 3.4 | 4 | -1
46) Cc1ccc(C2C3=C(CCCC3=O)Nc3c2c(C)nn3-c2ccccn2)o1 (stereo not given)
  0.2 | 0 | 0.0 | 2 | -4 | 0 | 1.0 | 16 | -3
47) FC(F)(F)c1cccc(N2CCN(c3nnnn3-c3ccccc3)CC2)c1
  -0.4 | -7 | -1.7 | -4 | -7 | 2 | 0.1 | 22 | 0
48) Fc1ccc(C2CC(c3cccs3)=NN2c2ccccc2)cc1 (stereo not given)
  -1.0 | 2 | -0.3 | -4 | -2 | 8 | 0.1 | 33 | -1
49) COCCN(C(=O)CCc1ccccc1OC)c1nnc(-c2cccnc2)s1
  2.1 | 12 | 0.8 | 3 | -9 | 6 | -0.3 | 24 | 3
